B2AR arrestin: qHTS assay of beta-arrestin-biased ligands of beta2-adrenergic receptor | beta-arrestin recruitment to beta2AR, cell-based reporter | Potency, µM (series often up to 46.1 µM), inactives show at the top dose activation, actives largely listed as activators | hit rate 0.02% among 330,000 | AID 492947, 2010;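 note: potency is the fitted concentration of half-maximal effect; 0% = DMSO controls and full agonism = EC100 isoproterenol or metaproterenol; nearly all actives have a fitted effect of over 65% in size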
uPA surface inh: qHTS for Inhibitors of Cell Surface uPA Generation | Potency, µM (highest dose often 38.3 µM), for inactives: at the top dose activity change, negative = inhibition, most hits filed as inhibitors | AID 540303, 2011 | cell surface uPA generation assay, qHTS | hit rate 0.31% among 330,000; active = well fitted inhibition curve with a large enough effect; inconclusive = small, poorly fitted or top-dose-only effect; inactive = no such curve, though single readings can be large or run the other way; tested in mouse RAW 264.7 cells; note: potency is the fitted concentration of half-maximal effect; nearly all actives have a fitted effect of over 55% in size
KCNH2 3.1 block: qHTS for Inhibitors of KCHN2 3.1: Mutant qHTS. Potassium voltage-gated channel subfamily H member 2, brain isoform KCNH2 3.1 (human). hit rate 0.95% among 340,000. U2OS KCNH2 3.1, thallium flux FluxOr; stronger effect = lower value. AID 720553, 2013. activity change, % (tested at about 1.8 µM);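 active = maximum activity change below -70%; inconclusive = maximum activity change from -70% to -50%; inactive = maximum activity change above -50%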;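 note: thallium influx rate constant from kinetic fluorescence after stimulation buffer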
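U2OS cells transduced with KCNH2 3.1 mutant virus (1.77 x 10^8 /mL, 4 h), plated overnight at 37 C, loaded 45 min with FluxOr dye plus Red40 quencher. Thallium flux rate constant from kinetic reads after stimulation buffer, normalised to controls.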
BCR signal inh: qHTS Assay to Find Inhibitors of Chronic Active B-Cell Receptor Signaling. ABC-DLBCL IkBa-CBG/CBR reporter, luminescence ratio, 4 h. Potency, µM (series often up to 46.1 µM), without a hit: at the top dose ratio change, negative = lower green/red ratio, actives largely listed as inhibitors. hit rate 0.05% among 340,000; active = well fitted inhibition curve with a large enough effect in the signal ratio, with a control signal flat, not every such curve was filed as active; inconclusive = small, poorly fitted or top-dose-only effect, or effect the other way, or a change in a side signal; the % refers to the signal ratio;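 note: potency is the fitted concentration of half-maximal effect; plate controls were basal doxycycline-induced cells for no effect and cells given 10 µM MG132 for full effect; MG132 reads +100%, hits lower the ratio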
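TMD8 human ABC-DLBCL cells with doxycycline-inducible IκBα–green luciferase fusion and unfused red luciferase, in 0.5% FBS medium; compounds up to 46 uM, 4 h at 37C. Green/red luminescence ratio, filter-overlap corrected, fitted to concentration-response curves.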
FBPA coupling cs: qHTS Assay for Inhibitors of Fructose-1,6-bisphosphate Aldolase from Giardia Lamblia: Coupling assay counterscreen; hit rate 0.67% among 290,000; coupling enzyme system counterscreen, AmpLite Red fluorescence; activity change, negative = inhibition, % at 58.2 µM, hits read low; AID 2472, 2010; in the data active = activity change below about -30%
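Counterscreen of the coupled detection system alone, without aldolase: glyceraldehyde-3-phosphate coupling enzymes plus AmpLite Red readout. Compounds at 57.5 uM final, 10 min RT preincubation, 20 min RT reaction, fluorescence 525/598 nm.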
Eya2 phos inh: qHTS Assay for Inhibitors of the Phosphatase Activity of Eya2; recombinant Eya2, OMFP fluorescence dephosphorylation (OMFP is methylfluorescein phosphate); Potency, µM (doses to about 76.9 µM), inactives show at the top dose activity, negative = inhibition, actives largely listed as inhibitors; hit rate 0.006% among 330,000; AID 488837, 2010; note: potency is the fitted concentration of half-maximal effect
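Eya2 protein (added as 0.2 uM solution) was preincubated with compound for 10 min at ambient temperature in 50 mM HEPES pH 7.5, 50 mM NaCl, 5 uM MgCl2, 0.05% BSA, 1 mM DTT. OMFP (added at 50 uM) then reacted 10 min; fluorescence read at 485/525 nm.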
PKM2 act: qHTS Assay for Activators of Human Muscle isoform 2 Pyruvate Kinase; Potency, µM (top dose mostly 57.5 µM), without a hit: top-dose activation, actives largely listed as activators; purified PKM2, Kinase-Glo ATP luminescence, activation; response scale: 0% is enzyme alone, no compound; AID 1631, 2009; hit rate 0.34% among 260,000; Pyruvate kinase PKM (Homo sapiens), P14618; note: potency is the fitted concentration of half-maximal effect; nearly all actives have a fitted effect of over 55% in size
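Purified hPK-M2 (>95%) run at intermediate activity with 0.1 mM ADP and 0.5 mM PEP in 50 mM imidazole pH 7.2, KCl, MgCl2; 1 h room temperature. ATP formed read by Kinase-Glo luminescence; normalized to uninhibited and no-enzyme controls.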
Giardia killer: Small Molecules that selectively kill Giardia lamblia: qHTS; Giardia lamblia trophozoite viability; activity change, % at 7.66 µM, hits read low; hit rate 0.15% among 340,000; in the data active = activity change below about -80%; inconclusive = between about -30% and that limit;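 note: parasites exposed to compound for two days anaerobically before the ATP read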
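Compounds were tested on trophozoites seeded at 100 cells/well and held 48 hrs at 37 deg C anaerobically. An ATP-based luminescent kit measured the remaining live cells.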
hERG WT inh: qHTS for Inhibitors of KCHN2 3.1: Wildtype qHTS. activity change, % at 1.84 µM. Voltage-gated inwardly rectifying potassium channel KCNH2 (Homo sapiens), Q12809. AID 720551, 2013. hit rate 0.37% among 340,000. U2OS, BacMam KCNH2, thallium flux FluxOr; stronger effect = lower value;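 active = maximum activity change below -70%; inconclusive = maximum activity change between -70% and -50%; inactive = maximum activity change above -50%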
Target sequence (Q12809 whole entry, looked up): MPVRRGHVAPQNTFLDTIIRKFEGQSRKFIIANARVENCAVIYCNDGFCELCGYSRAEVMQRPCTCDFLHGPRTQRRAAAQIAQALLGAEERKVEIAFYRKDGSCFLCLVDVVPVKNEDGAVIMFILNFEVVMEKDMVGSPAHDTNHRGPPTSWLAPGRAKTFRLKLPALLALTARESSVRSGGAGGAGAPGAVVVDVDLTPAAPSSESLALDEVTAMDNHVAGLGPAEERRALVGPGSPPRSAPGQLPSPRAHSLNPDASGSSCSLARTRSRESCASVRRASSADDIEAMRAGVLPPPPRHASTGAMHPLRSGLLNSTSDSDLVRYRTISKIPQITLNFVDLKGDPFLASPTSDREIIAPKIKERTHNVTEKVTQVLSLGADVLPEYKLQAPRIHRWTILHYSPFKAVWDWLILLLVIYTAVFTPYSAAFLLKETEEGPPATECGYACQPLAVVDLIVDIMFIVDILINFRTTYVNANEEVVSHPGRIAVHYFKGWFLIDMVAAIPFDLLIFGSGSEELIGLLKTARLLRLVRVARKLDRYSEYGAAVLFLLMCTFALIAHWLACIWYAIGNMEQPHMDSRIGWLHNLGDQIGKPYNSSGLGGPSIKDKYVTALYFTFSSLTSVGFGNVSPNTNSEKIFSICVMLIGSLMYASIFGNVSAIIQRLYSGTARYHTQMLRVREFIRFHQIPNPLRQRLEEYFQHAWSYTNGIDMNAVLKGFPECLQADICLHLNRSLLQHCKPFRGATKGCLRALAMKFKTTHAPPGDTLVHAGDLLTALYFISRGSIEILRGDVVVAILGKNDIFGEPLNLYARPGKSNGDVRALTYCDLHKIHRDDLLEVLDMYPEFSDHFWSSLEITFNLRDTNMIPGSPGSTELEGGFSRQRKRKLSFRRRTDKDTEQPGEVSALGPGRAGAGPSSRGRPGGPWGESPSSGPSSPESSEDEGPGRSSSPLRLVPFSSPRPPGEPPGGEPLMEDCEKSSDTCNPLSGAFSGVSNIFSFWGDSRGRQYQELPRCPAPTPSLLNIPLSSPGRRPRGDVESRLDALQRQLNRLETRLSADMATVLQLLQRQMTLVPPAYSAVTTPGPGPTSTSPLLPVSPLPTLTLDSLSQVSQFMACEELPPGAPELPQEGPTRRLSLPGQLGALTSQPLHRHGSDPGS
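U2OS cells were transduced with wild-type KCNH2 virus (2.03 x 10^8 / mL) for 4 h at room temperature, then cultured overnight at 37 C. Thallium flux was read with FluxOr dye. Rate constants were normalized to DMSO controls.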
GALK inhibitor: qHTS Assay for Inhibitors of Human Galactokinase (GALK); P51570; Purified GALK, Kinase-Glo residual ATP luminescence; Potency, µM (doses to about 57.5 µM), for inactives: top-dose activity change, negative = inhibition, most hits filed as inhibitors; hit rate 0.007% among 270,000; AID 1868, 2009; note: potency is the fitted concentration of half-maximal effect
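ATP-depletion format; final 35 uM ATP, 100 uM D-galactose, 5 nM enzyme; pH 8.0 HEPES/Mg2+ buffer; 60 min RT; luminescence read 10 min after detection reagent.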
USP2a inh: qHTS Assay for Inhibitors of Ubiquitin-specific Protease USP2a Using CHOP2 as the Reporter. USP2 core, Ub-CHOP2 coupled fluorogenic reporter, 485/531. hit rate 0.01% among 330,000. AID 463254, 2010. Potency, µM (highest dose often 38.3 µM), without a hit: at the highest dose activity change, negative = inhibition, hits mostly inhibitors;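 note: potency is the fitted concentration of half-maximal effect; plate controls were DMSO wells for no effect and full inhibition by NEM control for full effect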
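Cell-free coupled assay: 10nM USP2 core preincubated 30min RT with compound in Tris-HCl pH 8.0/CaCl2/CHAPS buffer, then 25nM Ub-CHOP2 and 25nM reporter substrate; fluorescence (Ex 485/Em 531) read after 60min RT, normalized to NEM inhibition, concentration-response curves fitted.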
Active calls of the source: *; i = inactive; ? = inconclusive; . = not tested or not shown; [ ] = another dose, or the depositor's remark. Unless noted, calls come from the whole dose curve; as a rule, active = well fitted curve in the direction sought with a large enough effect; inconclusive = small, poorly fitted or top-dose-only effect, or another doubt; inactive = no such curve, though single readings can be large; an effect the other way counts as inactive or inconclusive. Unless noted, % is set by controls: 0 for no effect and ±100 for the full control effect.

SMILES	B2AR arrestin	uPA surface inh	KCNH2 3.1 block	BCR signal inh	FBPA coupling cs	Eya2 phos inh	PKM2 act	Giardia killer	hERG WT inh	GALK inhibitor	USP2a inh
COc1ccc(OCC(=O)Nc2ccc(S(=O)(=O)Nc3cc(C)nc(C)n3)cc2)cc1	3.5%	-4%	5	6%	2	5%	3%	8	-6	4%	0%
O=C(NCCCCc1ccccc1)c1ccc(Br)o1	-0.1%	8%	-4	-24%	1	-28%	-4%	-2	-1	-2%	-12%
CCOP(=O)(OCC)C(Nc1ccc([N+](=O)[O-])cc1)c1ccc(Cl)cc1 (stereo unspecified)	0.0%	17%	-31	1%	0	11%	0%	3	13	-1%	5%
COc1ccc(C(=O)Nc2ccc(NS(=O)(=O)c3ccccc3)cc2)cc1OC	-0.9%	1%	-8	?	-2	-10%	-8%	5	0	-2%	4%
Cc1ccc(C)c2[nH]c(=O)c(CCNC(=O)Cc3cccs3)cc12	-0.6%	13%	12	?	1	3%	-1%	-7	-6	.	-1%
CCN(CC(=O)NCc1cccs1)C(=O)COc1cccc(C(F)(F)F)c1	0.1%	10%	9	2%	.	-4%	.	?	-6	.	1%
Cc1nnc2c(-c3ccccc3)nc3ccccc3n12	-0.8%	10%	-21	?	5	-12%	2%	-18	3	-3%	-2%
COC(=O)c1ccc(NC(=O)CSc2nncn2C)cc1	0.5%	-3%	-4	4%	0	8%	1%	0	-16	-2%	3%
COc1cccc2c1Oc1ncccc1N(C(=O)CCC(=O)NCc1ccccc1)C2	0.3%	6%	-8	1%	3	7%	.	2	-2	8%	5%
CCOc1ccc(NC(=O)N2CCC(n3nnc4ccccc43)CC2)cc1	0.2%	-3%	-83*	8%	-1	-5%	-6%	-28	i	5%	-1%
CN(C(=O)CSc1nc(O)cc(=O)n1C1CCCC1)c1ccccc1	0.5%	0%	11	1%	-12	-3%	-2%	5	5	2%	-1%
CC(C)CC(=O)N1CCN(CC2CC=CCC2)CC1 (stereo unspecified)	0.6%	-3%	3	-10%	-1	5%	2%	-15	-4	-3%	3%
COc1cc(NC(=O)N2c3ccccc3Sc3ccccc32)c(C(=O)O)cc1OC	0.3%	0%	-38	?	1	-8%	2%	?	-1	0%	2%
Cc1ccc(OCC(=O)N/N=C\c2ccco2)c(C)c1	-0.3%	-11%	-49	13%	.	0%	6%	3	-5	-3%	-1%
O=C(NCc1ccccc1)N1CCC(n2cnc3cc(F)ccc32)CC1	0.4%	2%	-5	2%	5	4%	1%	13	1	7%	1%
CC1CC1C(=O)OCC(=O)NNC(=O)c1ccc([N+](=O)[O-])cc1 (stereo unspecified)	0.0%	1%	0	0%	.	22%	.	8	-15	.	2%
CCOC(=O)c1sc(NC(=O)Cc2c(F)cccc2Cl)nc1C	-0.7%	3%	-3	0%	-2	14%	-7%	-8	-6	-2%	-1%
CC(C)[C@H]1CN=C2N(C[C@H](C)NC(=O)CCC3CCCCC3)[C@H](Cc3ccc(O)cc3)CN21	-0.1%	5%	.	-6%	0	-8%	1%	-9	.	1%	-2%
Cc1cc(S(=O)(=O)N2CCc3ccccc3C2)ccc1F	-0.5%	-5%	-1	0%	0	6%	2%	7	-18	-4%	-1%
COc1cc(CC(NC(C)=O)C(=O)NC2CCN(C(=O)C3CC3)CC2)cc(OC)c1 (stereo unspecified)	0.0%	2%	-21	9%	-1	11%	-1%	-7	-3	-2%	-1%
Cc1nc2ccccc2c2oc(C(=O)N3CC(C)CC(C)C3)cc12 (stereo unspecified)	0.0%	3%	14	13%	0	-19%	-7%[0.46 µM]	-11	-3	-1%	-8%
Cc1cc2c(cc1C)N(C(=O)CSc1nncn1C)C(C)(C)c1ssc(=S)c1-2	0.2%	-4%	7	3%	4	-1%	-15%	-5	-4	0%	-2%
Cc1ccc(S(=O)(=O)N2CCN(C(=O)c3ccc([N+](=O)[O-])cc3)C2)cc1	0.1%	-11%	-4	?	1	0%	16%	7	7	7%	0%
COc1ccc(NC(=O)C(=O)NCC(=O)Nc2cccc(C(F)(F)F)c2)cc1	-0.3%	-8%	1	-1%	4	8%	-5%	-23	-11	9%	2%
Cc1cc(-c2ccc(S(=O)(=O)N(C)Cc3ccccc3)cc2)on1	-0.6%	6%	8	3%	3	11%	-1%	15	-2	0%	2%
CCC(CO)NCc1sccc1C (stereo unspecified)	-0.1%	11%	-3	12%	-2	3%	10%	12	.	-3%	2%
CCSc1nnc(-c2ccccc2NC(=O)CC)c(=O)[nH]1	-0.2%	2%	-7	1%	3	16%	-6%	-21	-7	5%	0%
CCCNC(=O)CCn1c(-c2ccc(C)cc2)cc(C(=O)OCC)c1C	-0.2%	1%	4	-29%	-1	-8%	8%	-6	-6	-4%	6%
Cc1ccc(S(=O)(=O)NCC(=O)N(CC2CCCO2)C(C(=O)NC2CCCCC2)C(C)C)cc1 (stereo unspecified)	-0.1%	0%	-6	-2%	-1	-2%	.	-8	-1	-1%	9%
Nc1nc(NCc2ccco2)nc(N2CCCC2)c1[N+](=O)[O-]	0.1%	-9%	10	12%	0	2%	-6%	8	1	.	1%
CCC(C)(O)c1[nH]c2ccc(C(=O)OC)cc2c1C (stereo unspecified)	-0.8%	-5%	-5	-1%	3	-18%	-10%	-17	5	.	0%
O=C(NC1CCCN(c2ccc(C(F)(F)F)cn2)C1)c1ccnc(Cl)c1 (stereo unspecified)	-0.4%	1%	-4	-3%	-1	6%	8%	3	35	1%	0%
COC(=O)Cn1c(C)c(/C=C/c2cc[n+](C)cc2)c2ccccc21	-0.1%	0%	12	1%	0	32%	7%[11.5 µM]	-21	3	0%	18%
CC12CCC(C(=O)NNC(=O)c3ccc(F)cc3)(OC1=O)C2(C)C (stereo unspecified)	-0.4%	0%	.	0%	.	1%	-6%	14	-13	4%	0%
COc1ccc(C(=O)c2ccccc2Cl)cc1OC	-0.5%	-12%	21	-17%	-2	0%	-3%	-6	-5	-1%	2%
CCn1c(=O)[nH]c(=O)c2c(N)c(C(=O)c3cc(F)ccc3F)sc21	-1.1%	-8%	9	-9%	7	-3%	0%	2	1	4%	6%
Cc1ccc2[nH]c(=O)c(CN(c3cccc(C)c3C)S(=O)(=O)c3ccccc3)cc2c1	-0.2%	?	-2	3%	.	-6%	.	7	-5	-7%	2%
COc1ccc(/C=C(\C#N)C(=O)OCC(=O)Nc2c(C)cccc2C)cc1	0.4%	-5%	9	0%	-1	0%	8%	3	-1	2%	-1%
O=C(Nc1ccccc1N1CCCCC1)c1cc(S(=O)(=O)N2CCOCC2)ccc1Cl	-1.3%	?	-9	1%	.	18%	.	-9	-5	.	1%
Cc1cccc(N2C(=O)c3cccc4c(N5CCCCC5)c([N+](=O)[O-])cc(c34)C2=O)c1C	-0.8%	4%	-4	-5%	1	7%	3%	-8	-2	0%	2%
Cc1oc2c(C)c3oc(=O)c(CC(=O)N[C@@H](CC(C)C)C(=O)N[C@@H](Cc4ccccc4)C(=O)O)c(C)c3cc2c1C	0.6%	13%	-5	-9%	7	-23%	-1%	1	-7	.	5%
COCCCNC(=O)CSC1=Nc2ccccc2C2=NC(CC(=O)NCc3ccccc3)C(=O)N12 (stereo unspecified)	-0.1%	-2%	14	6%	0	2%	1%	0	-5	-1%	1%
COC(=O)c1c(NC(=O)c2nc3ncccn3n2)sc(C(=O)N(C)C)c1C	-0.2%	.	.	-1%	3	-18%	0%	.	.	-2%	1%
COc1ccc(CCNC(=O)CC2COc3ccccc3O2)cc1OC (stereo unspecified)	-0.5%	-3%	-3	0%	-1	1%	3%	7	-5	2%	1%
CC(C)(C)NC(=O)N1CCN(S(=O)(=O)c2ccc3c(c2)CCC3)CC1	0.3%	3%	-29	7%	.	15%	.	29	-9	.	3%

Screening data from PubChem BioAssay.
